LGR2 inh: inhibitors of bursicon-induced LGR2 CRE-luciferase signal, primary screen, cell-based, HEK293, CRE-luciferase reporter, bursicon stimulation | Drosophila bursicon receptor LGR2 (rickets) | bursicon-stimulated, 4 h | inhibition, % at 9.99 µM | 380,000 tested, 0.35% active | AID 720647, 2013;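 active = drop in luminescence signal, shown as inhibition above about 50% in the replicate tests, limit read from the data, passing the limit was not always enough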;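 also: agonist challenge used bursicon conditioned medium at about half maximal strength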
Xi reactivation: activators of inactive X chromosome reactivation, primary screen, imaging, XiGFP fibroblasts, GFP high-content imaging, set 2; XiGFP mouse fibroblasts, % GFP-positive cells imaging, 3 d; cells co-treated with 5-aza-dC sensitizer; scaled so ellipticine positive control = 100%; activation, % at 7.58 µM; 360,000 tested, 0.055% active; AID 743238, 2013;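 active = mean normalized replicate activation at least 10% and every replicate at or above 10%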;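 also: 0% = median of on-plate neutral control wells and 100% = ellipticine 6 µM median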
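Assay system – SV40-immortalized XiGFP fibroblast cells, line 68-5-11 · Buffer or medium – DMEM supplemented with 5-aza-dC as sensitizing agent · Dosing – one concentration, pinned · Benchmarks – positive control ellipticine, 6 µM final · Times – 3 days compound exposure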
SIRT5 inh: SIRT5 desuccinylase inhibitors, primary screen, biochemical, fluorescence imaging, single point, set 5; AID 652115, 2013; NAD-dependent protein deacylase sirtuin-5, mitochondrial (Homo sapiens), Q9NXA8; Purified SirT5, succinyl-peptide AMC, trypsin-coupled fluorescence; inhibition, % at 15 µM; 330,000 tested, 1.1% active; in the data active = inhibition above about 15%
ERAP1 HTS inh: human ERAP1 aminopeptidase inhibitors, primary screen, biochemical, single point, plate reader; Endoplasmic reticulum aminopeptidase 1 (Homo sapiens), Q9NZ08; recombinant ERAP1, Leu-AMC fluorescence, 60 min; inhibition, % at 10.7 µM; 340,000 tested, 0.15% active;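 active = mean replicate inhibition of at least 30%, or all replicates individually reaching that 30% level; inactive = mean below 30% and not every replicate reaching it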;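 also: 0% = neutral control wells and 100% = L-leucinethiol positive control wells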
Target sequence (Q9NZ08 whole entry, looked up): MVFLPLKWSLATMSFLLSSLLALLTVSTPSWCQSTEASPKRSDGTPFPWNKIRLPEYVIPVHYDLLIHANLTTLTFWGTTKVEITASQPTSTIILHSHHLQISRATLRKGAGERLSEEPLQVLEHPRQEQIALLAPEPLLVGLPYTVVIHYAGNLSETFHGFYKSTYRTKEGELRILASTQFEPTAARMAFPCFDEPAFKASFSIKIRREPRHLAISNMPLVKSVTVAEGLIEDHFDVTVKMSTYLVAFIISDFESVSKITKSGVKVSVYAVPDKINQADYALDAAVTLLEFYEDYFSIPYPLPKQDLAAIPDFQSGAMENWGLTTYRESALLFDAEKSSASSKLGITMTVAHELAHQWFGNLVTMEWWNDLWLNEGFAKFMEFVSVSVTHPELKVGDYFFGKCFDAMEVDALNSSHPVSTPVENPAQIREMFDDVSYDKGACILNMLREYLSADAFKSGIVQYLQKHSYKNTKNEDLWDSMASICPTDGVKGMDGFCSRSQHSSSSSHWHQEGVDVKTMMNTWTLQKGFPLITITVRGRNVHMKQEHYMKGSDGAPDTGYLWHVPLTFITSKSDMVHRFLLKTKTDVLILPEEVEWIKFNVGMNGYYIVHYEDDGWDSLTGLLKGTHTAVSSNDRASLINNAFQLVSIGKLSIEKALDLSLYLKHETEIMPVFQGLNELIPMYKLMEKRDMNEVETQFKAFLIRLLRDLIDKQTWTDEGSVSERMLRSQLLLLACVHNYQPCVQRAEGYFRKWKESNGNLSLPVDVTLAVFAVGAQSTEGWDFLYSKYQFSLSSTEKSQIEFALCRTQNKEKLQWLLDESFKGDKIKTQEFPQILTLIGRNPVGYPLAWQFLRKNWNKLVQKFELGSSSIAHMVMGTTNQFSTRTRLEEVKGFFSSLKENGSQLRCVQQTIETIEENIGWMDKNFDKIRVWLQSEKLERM
S100A4 MyoIIA: inhibitors of S100A4-myosin IIA peptide binding, primary screen, biochemical, fluorescence polarization, TAMRA-MyoIIA peptide; Protein S100-A4 (Homo sapiens), P26447; inhibition, % at 10.7 µM; 360,000 tested, 0.14% active; AID 652163, 2013;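 active = mean inhibition of at least 70% across replicates, with every replicate also reaching that level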
Target sequence (P26447 whole entry, looked up): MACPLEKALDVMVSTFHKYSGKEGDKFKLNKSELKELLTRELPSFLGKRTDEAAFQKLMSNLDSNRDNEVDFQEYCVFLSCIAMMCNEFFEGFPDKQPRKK
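Test system: S100A4 monomer protein; Medium: HEPES pH 7.2 with CaCl2, KCl, NaCl, DTT, Triton; Probe or stimulus: TAMRA-labelled myosin IIA heavy-chain peptide probe, 5 nM; Doses: one dose per compound; Times: polarization read 5 min after assay mix addition, stable 5–60 min; Benchmarks: neutral control DMSO, positive control TFP.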
Statin myotox sup: suppressors of statin myotoxicity in C2C12 myotubes, primary screen, cell-based, single point, plate reader. C2C12 myotubes + simvastatin, ATP luminescence, 48 h; scaled: DMSO 0, geranylgeraniol control 100. rescue of ATP level, % at 7.49 µM. 330,000 tested, 0.78% active;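 active = mean ATP rescue above about 67%, or every replicate alone reaching that limit, limit read from the data, passing the limit was not always enough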;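 also: myotubes were challenged with 10 µM simvastatin during compound exposure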
PGC1a acetyl inh: inhibitors of PGC1a acetylation signal, primary screen, cell-based, U2OS, AlphaScreen, inhibitor mode; 350,000 tested, 0.17% active; AlphaScreen anti-acetyl-lysine; with virally co-expressed GCN5 acetyltransferase; inhibition, % at 15.6 µM;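 active = every replicate shows inhibition of at least 40%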;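 also: 0% = neutral control wells and 100% = positive control wells; some results beyond the cut were filed as inactive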
Cneo AK release: Cryptococcus neoformans cell lysis inducers, primary screen, AK release luminescence, single concentration. C. neoformans lysis, adenylate kinase release luminescence, 4 h; normalised: neutral wells 0, clomiphene wells 100. lysis activity, % at 15 µM. 360,000 tested, 0.2% active. AID 651654, 2012;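 active = mean lysis activity across replicates of at least 80%, whatever share of replicates individually reach that level; inactive = mean lysis activity below 80%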
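Assay system: log-phase C. neoformans yeast / Quantity: yeast cell density of 5 × 10^6 cells/mL / Medium: fresh YPD growth medium / Compound: single dose / Timing: static 4 h at 37 °C with compound, 1 h detection / Measured by: adenylate kinase release luminescence / Read-out: lysis from increased AK signal / Benchmarks: Clomiphene as positive lysis control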
An asterisk follows results filed as active. A portion of the library; count on the stated rates, not on these rows.

How did CC(=O)N[C@@H](Cc1c[nH]c2ccccc12)C(=O)OCC(=O)Nc1ccc(Cl)c(S(=O)(=O)N(C)C)c1 do in these assays?
LGR2 inh: -11; Xi reactivation: 0.5; SIRT5 inh: -5; ERAP1 HTS inh: 1; S100A4 MyoIIA: -2

What do the screens show for `COc1ccc(CC(N)c2csc(Nc3ncccn3)n2)cc1` (configuration not stated)?
LGR2 inh: 31; Xi reactivation: 0.1; SIRT5 inh: -1; ERAP1 HTS inh: 7; S100A4 MyoIIA: -1; Cneo AK release: -3

Results for O=C(COC(=O)CCc1c[nH]c2ccccc12)Nc1cc([N+](=O)[O-])ccc1Cl ?
LGR2 inh: 3; Xi reactivation: 0.1; ERAP1 HTS inh: 0; S100A4 MyoIIA: -23; PGC1a acetyl inh: 2; Cneo AK release: 1

Results for N#C[C@H]1[C@@H](c2ccccc2-c2cccc(F)c2)[C@@H](CO)N1C(=O)NC1CCCC1 ?
LGR2 inh: -8; Xi reactivation: 0.0; ERAP1 HTS inh: 2; S100A4 MyoIIA: 4; PGC1a acetyl inh: -1

What do the screens show for `CN(C(=O)c1ccc(NC(=O)Cc2cccc(NC(=O)C3CCCN(C(=O)C4CCC4)C3)c2)cc1)C1CC1` (configuration not stated)?
LGR2 inh: 1; Xi reactivation: 0.5; SIRT5 inh: -1; ERAP1 HTS inh: 8; S100A4 MyoIIA: -1; Statin myotox sup: 0; Cneo AK release: -2

How did CC(C)NC(=O)N(C)C[C@@H]1OCCCC[C@@H](C)Oc2ccc(NC(=O)Cc3ccccc3)cc2C(=O)N([C@@H](C)CO)C[C@@H]1C do in these assays?
LGR2 inh: -2; Xi reactivation: 0.0; SIRT5 inh: 1; ERAP1 HTS inh: 4; S100A4 MyoIIA: -7; PGC1a acetyl inh: -3; Cneo AK release: 0

How did COc1ccc(S(=O)(=O)Nc2ccc3c(c2)C(=O)N([C@H](C)CO)C[C@H](C)[C@@H](CN(C)CC2CCCCC2)O3)cc1 do in these assays?
Xi reactivation: -0.5; SIRT5 inh: -4; ERAP1 HTS inh: 2; S100A4 MyoIIA: -5; Statin myotox sup: 5; PGC1a acetyl inh: -4; Cneo AK release: 1

How did CCOc1ccc(NC(=O)CC2C(=O)N(C)C(=S)N2CCCc2ccccc2)cc1 (configuration not stated) do in these assays?
LGR2 inh: -5; Xi reactivation: 0.0; SIRT5 inh: -3; ERAP1 HTS inh: -1; S100A4 MyoIIA: 3; PGC1a acetyl inh: 3; Cneo AK release: 11

How did C[C@H](CO)N1C[C@H](C)[C@H](CN(C)Cc2ccc3c(c2)OCO3)Oc2ccc(NS(=O)(=O)c3ccc(Cl)cc3)cc2CC1=O do in these assays?
LGR2 inh: 4; Xi reactivation: 0.5; SIRT5 inh: 3; ERAP1 HTS inh: 1; S100A4 MyoIIA: 9; Statin myotox sup: -20; PGC1a acetyl inh: -6; Cneo AK release: 1

What do the screens show for `C[C@H]1CN([C@@H](C)CO)C(=O)c2c(c3ccccc3n2C)-c2ccccc2CO[C@@H]1CN(C)Cc1ccc2c(c1)OCO2`?
LGR2 inh: 7; Xi reactivation: -0.7; SIRT5 inh: 19*; ERAP1 HTS inh: -1; S100A4 MyoIIA: 10

Results for CC(C)N1CCc2c(sc(NC(=O)c3ccc([N+](=O)[O-])o3)c2C(N)=O)C1 ?
LGR2 inh: 11; Xi reactivation: 1.3; SIRT5 inh: -5; ERAP1 HTS inh: 9; S100A4 MyoIIA: 8; Statin myotox sup: 46; Cneo AK release: -3

What do the screens show for `CC(=O)Nc1nonc1-c1nc2ccccc2n1C`?
LGR2 inh: 5; Xi reactivation: 0.2; SIRT5 inh: -3; ERAP1 HTS inh: -3; S100A4 MyoIIA: -1; Statin myotox sup: 2; Cneo AK release: -1

Results for C/C(=N/OC(=O)c1ccc(Br)cc1)c1ccc(C)cc1 ?
LGR2 inh: -2; Xi reactivation: 0.0; SIRT5 inh: -1; ERAP1 HTS inh: -4; S100A4 MyoIIA: 2; Statin myotox sup: -4; PGC1a acetyl inh: 5; Cneo AK release: -2

How did Cc1cc(C)cc(N=Cc2[nH]c3ccc(Br)c(Cl)c3c2O)c1 do in these assays?
LGR2 inh: 3; Xi reactivation: 0.0; SIRT5 inh: -6; ERAP1 HTS inh: 2; S100A4 MyoIIA: -9

What do the screens show for `O=C(Nc1ccccc1C(=O)Nc1ccccc1C(=O)NCc1ccco1)c1ccco1`?
LGR2 inh: -16; SIRT5 inh: 1; ERAP1 HTS inh: -4; S100A4 MyoIIA: 4; Statin myotox sup: -5; PGC1a acetyl inh: -32; Cneo AK release: 0

How did C[C@@H]1CN([C@@H](C)CO)S(=O)(=O)c2ccc(C#C[C@@H](C)O)cc2O[C@@H]1CN(C)C(=O)Nc1ccccc1 do in these assays?
LGR2 inh: 4; Xi reactivation: -0.5; SIRT5 inh: 7; ERAP1 HTS inh: 8; S100A4 MyoIIA: 3; Statin myotox sup: 19; PGC1a acetyl inh: -1; Cneo AK release: 42

Results for CCC(Oc1ccccc1)C(=O)Nc1ccccc1C(=O)N1CCOCC1 (configuration not stated) ?
LGR2 inh: -1; Xi reactivation: 0.0; SIRT5 inh: 13; ERAP1 HTS inh: -5; S100A4 MyoIIA: -1; Statin myotox sup: 1; Cneo AK release: -1

Results for CS(=O)(=O)N1[C@H](CO)[C@H](c2ccc(-c3ccccc3F)cc2)[C@@H]1C#N ?
LGR2 inh: -21; Xi reactivation: 0.0; SIRT5 inh: 1; ERAP1 HTS inh: 1; S100A4 MyoIIA: -7; Statin myotox sup: -26; PGC1a acetyl inh: 8; Cneo AK release: -1

How did CC1=C(C(=O)N2CCCCCC2)CC(CC(=O)NCCCN(C)C)C(=O)N1Cc1ccc(F)cc1 (configuration not stated) do in these assays?
LGR2 inh: -2; Xi reactivation: -0.2; ERAP1 HTS inh: 5; S100A4 MyoIIA: -8

Results for Cc1ccc(NC(=O)CNC(=O)c2ccco2)nc1 ?
LGR2 inh: 14; Xi reactivation: 0.3; SIRT5 inh: -3; ERAP1 HTS inh: -1; S100A4 MyoIIA: -11; Statin myotox sup: 6; Cneo AK release: -1

How did CN1C(=O)c2cc(NC(=O)Cc3cccs3)ccc2OC[C@H]2O[C@H](CC(=O)NCC3CC3)CC[C@H]21 do in these assays?
LGR2 inh: 18; Xi reactivation: 0.0; SIRT5 inh: 0; ERAP1 HTS inh: -1; S100A4 MyoIIA: -1; Statin myotox sup: 8; PGC1a acetyl inh: 8; Cneo AK release: -2

What do the screens show for `COc1ccccc1NCC(=O)N1CCN(S(=O)(=O)c2ccccc2)CC1`?
LGR2 inh: 2; Xi reactivation: 0.1; SIRT5 inh: -2; ERAP1 HTS inh: -1; S100A4 MyoIIA: -5; Statin myotox sup: 12; PGC1a acetyl inh: -6; Cneo AK release: 0

Results for O=C(C[C@@H]1CC[C@H]2[C@@H](COC[C@@H](O)CN2Cc2ccc(F)cc2)O1)N1CCc2ccccc2C1 ?
LGR2 inh: 11; Xi reactivation: 0.0; SIRT5 inh: 3; ERAP1 HTS inh: 7; S100A4 MyoIIA: 9; Statin myotox sup: 9; PGC1a acetyl inh: -1; Cneo AK release: -5

What do the screens show for `C[C@H](CO)N1C[C@H](C)[C@@H](CN(C)S(C)(=O)=O)OCCCC[C@H](C)Oc2ccc(NC(=O)c3ccncc3)cc2C1=O`?
LGR2 inh: 8; Xi reactivation: 0.1; SIRT5 inh: 2; ERAP1 HTS inh: 18; S100A4 MyoIIA: -1; PGC1a acetyl inh: 3; Cneo AK release: -2

How did COc1cccc(CC(=O)OCC(=O)NC(C)c2ccc(F)cc2)c1 (configuration not stated) do in these assays?
LGR2 inh: -5; Xi reactivation: 0.0; SIRT5 inh: 12; ERAP1 HTS inh: 1; S100A4 MyoIIA: -2; Statin myotox sup: 2; PGC1a acetyl inh: 11; Cneo AK release: 0

What do the screens show for `CCOc1ccc(NC(=O)CN(C)C(=O)c2c(C)noc2C)cc1OCC`?
LGR2 inh: -1; Xi reactivation: 0.8; SIRT5 inh: -11; ERAP1 HTS inh: -1; S100A4 MyoIIA: -4; Statin myotox sup: -2; PGC1a acetyl inh: 7; Cneo AK release: 2

What do the screens show for `CSc1nnc(NC(=O)C23CC4CC(CC(C4)C2)C3)s1`?
LGR2 inh: -22; Xi reactivation: 0.1; SIRT5 inh: -4; ERAP1 HTS inh: -1; S100A4 MyoIIA: -5; Statin myotox sup: 12; PGC1a acetyl inh: 0; Cneo AK release: -6

Results for CCCN(C)C[C@H]1Oc2cc(-c3ccccc3)ccc2S(=O)(=O)N([C@@H](C)CO)C[C@H]1C ?
LGR2 inh: 7; Xi reactivation: -1.3; SIRT5 inh: -3; ERAP1 HTS inh: 0; S100A4 MyoIIA: -6; Statin myotox sup: -141; PGC1a acetyl inh: -8; Cneo AK release: 5

How did C[C@@H]1CN([C@H](C)CO)C(=O)c2cc(NS(C)(=O)=O)ccc2O[C@@H]1CN(C)Cc1ccc(C(=O)O)cc1 do in these assays?
LGR2 inh: -9; Xi reactivation: 0.0; SIRT5 inh: 7; ERAP1 HTS inh: 1; S100A4 MyoIIA: -4; Statin myotox sup: -30; PGC1a acetyl inh: 4; Cneo AK release: -5

Results for O=C(C1CC1)N1CC[C@H]2[C@H](CO)Nc3ccc(-c4cccc(F)c4)cc3[C@H]21 ?
LGR2 inh: 4; Xi reactivation: 0.0; SIRT5 inh: -3; ERAP1 HTS inh: 1; S100A4 MyoIIA: -2; Statin myotox sup: -3; PGC1a acetyl inh: 2; Cneo AK release: -5

What do the screens show for `O=C(CC(O)(CC(=O)OCc1ccccc1)C(=O)OCc1ccccc1)OCc1ccccc1`?
LGR2 inh: 11; Xi reactivation: 0.0; SIRT5 inh: -5; ERAP1 HTS inh: 1; S100A4 MyoIIA: -3; Statin myotox sup: 2; PGC1a acetyl inh: -2; Cneo AK release: -6

What do the screens show for `O=C(CN(Cc1ccccc1)S(=O)(=O)c1ccc2c(c1)OCCO2)Nc1ccc2c(c1)OCCO2`?
LGR2 inh: -41; SIRT5 inh: 0; ERAP1 HTS inh: -2; S100A4 MyoIIA: -54; Statin myotox sup: 36; PGC1a acetyl inh: -17; Cneo AK release: -13

Results for CC(=O)c1ccc(S(=O)(=O)N2CCN(CC(=O)NC(=O)NC3CCCCC3)CC2)cc1 ?
LGR2 inh: -6; Xi reactivation: 0.0; SIRT5 inh: -2; ERAP1 HTS inh: 1; S100A4 MyoIIA: -9; Statin myotox sup: 2; PGC1a acetyl inh: 0
